Giardia FBPA inh = Giardia lamblia aldolase inhibition | Potency, µM (highest dose often 59.6 µM), for inactives: at the top dose activity, negative = inhibition, actives largely listed as inhibitors | purified Giardia FBPA | 0.71% of 290,000 active | AID 2451; note: potency is the fitted concentration of half-maximal effect; % is set by controls: 0 for no effect and ±100 for the full control effect; nearly all actives have a fitted effect of over 55% in size
Target sequence (A8B2U2 whole entry, looked up): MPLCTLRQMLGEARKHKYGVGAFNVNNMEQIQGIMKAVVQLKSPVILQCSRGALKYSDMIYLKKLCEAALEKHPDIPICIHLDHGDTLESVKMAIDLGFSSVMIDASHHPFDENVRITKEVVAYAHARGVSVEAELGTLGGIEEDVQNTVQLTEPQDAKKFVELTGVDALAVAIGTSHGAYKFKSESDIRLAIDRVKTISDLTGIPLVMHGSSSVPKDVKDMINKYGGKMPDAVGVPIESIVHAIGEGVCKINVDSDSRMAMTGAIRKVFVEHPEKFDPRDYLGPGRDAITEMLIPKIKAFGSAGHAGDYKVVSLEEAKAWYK
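Giardia FBPA (40 nM reagent) was preincubated 10 min at RT with compound (up to 57.5 uM final), then substrate plus GAPDH/TPI/NAD/arsenate coupling system with diaphorase/resazurin was added; resorufin fluorescence (525/598 nm) was read after 20 min.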
AMA1-RON2 inh = AMA1-RON2 (P. falciparum) interaction inhibition. AlphaScreen AMA1-biotinylated RON2 peptide binding. Potency, µM (doses to about 58.2 µM), for the others: top-dose activity change, negative = inhibition, usual class: inhibitors. 0.2% of 360,000 active;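 note: potency is the fitted concentration of half-maximal effect; 0% = vehicle wells and -100% = peptide control; nearly all actives have a fitted effect of over 45% in size; some results filed as inactive show a strong effect at the top dose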
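AMA1 (3D7) with his tag at 25 nM final met compounds first, then biotinylated RON2 peptide at 25 nM; detection used donor plus acceptor beads, 10 µg/mL apiece, read by AlphaScreen after 30 min at room temperature.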
Shiga inhibitor = blocks Shiga toxin action in Vero cells; Vero cells, Shiga toxin protein synthesis inhibition reporter; inhibition, % at 38.7 µM; 9.2% of 290,000 active; AID 2315; in the data active = inhibition mostly above about 28%, no sharp cut-off; inactive = mostly below about 43%; note: 0% is about no effect
AmpC inh detg = inhibitors of E. coli AmpC beta-lactamase with detergent. Potency, µM (top dose mostly 114 µM), for the others: at the highest dose activity change, negative = inhibition, actives largely listed as inhibitors. AmpC hydrolysis of nitrocefin, absorbance 480 nm, 0.01% Triton. 0.041% of 370,000 active;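 note: potency is the fitted concentration of half-maximal effect; 0% = no-compound wells and -100% = no-enzyme wells; nearly all actives have a fitted effect of over 25% in size; some results filed as inactive show a strong effect at the top dose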
Target sequence (P00811 whole entry, looked up): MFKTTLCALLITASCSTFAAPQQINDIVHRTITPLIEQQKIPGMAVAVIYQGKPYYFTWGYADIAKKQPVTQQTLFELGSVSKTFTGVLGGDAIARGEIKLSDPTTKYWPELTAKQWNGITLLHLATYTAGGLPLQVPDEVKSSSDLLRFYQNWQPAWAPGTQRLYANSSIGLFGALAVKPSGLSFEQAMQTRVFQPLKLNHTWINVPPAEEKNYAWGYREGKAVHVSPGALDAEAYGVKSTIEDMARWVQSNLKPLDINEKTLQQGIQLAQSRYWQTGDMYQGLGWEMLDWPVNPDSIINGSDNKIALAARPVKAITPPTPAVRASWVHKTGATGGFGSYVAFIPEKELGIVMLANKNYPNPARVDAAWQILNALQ
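AmpC (5.3 nM in the dispensed reagent) in 20 mM phosphate pH 7.0 with 0.01% (detergent screen) or 0.0001% Triton X-100 was preincubated with compounds for 15 min at room temperature. Nitrocefin was then added from an 800 uM solution, and hydrolysis was followed at 480 nm.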
HCMV antiviral = inhibitors of human cytomegalovirus | activity change, negative = inhibition, % at 57.5 µM | 4.5% of 410,000 active | HFF cells, HCMV-luciferase reporter, 72 h; stronger effect = lower value; in the data active = activity change below about -60%; inconclusive = no clear call, values can overlap the other calls; inactive = above about -39%; note: % is set by controls: 0 for no effect and ±100 for the full control effect
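Inhibition of viral replication was scored as loss of reporter luminescence in HFFs infected with HCMV-luciferase (MOI 1 PFU/cell) for 72 h; compounds tested at 2 doses, normalized to buffer and Salinomycin controls.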
CHX counter = counter-screen for Shiga toxin inhibitors: cycloheximide protein synthesis inhibition; max response, %; 12% of 300,000 active; cell reporter, cycloheximide protein synthesis inhibition counterscreen; in the data active = max response mostly above about 13%, no sharp cut-off; inactive = mostly below about 14%; note: read at 38.3 µM for the half of the compounds with a filed dose; 0% is about no effect
AmpC inh no detg = inhibitors of E. coli AmpC beta-lactamase without detergent | AmpC nitrocefin hydrolysis, absorbance 480 nm, 0.0001% Triton | Potency, µM (highest dose often 57.1 µM), for the others: at the highest dose activity change, negative = inhibition, usual class: inhibitors | 0.52% of 330,000 active | AID 485341;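 note: potency is the fitted concentration of half-maximal effect; plate controls were no compound for no effect and no enzyme for full effect; nearly all actives have a fitted effect of over 20% in size; some results filed as inactive show a strong effect at the top dose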
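20 mM phosphate pH 7.0 + 0.01% (detergent screen) or 0.0001% Triton X-100; 5.3 nM AmpC reagent; cpd preinc 15 min RT; nitrocefin (800 uM stock) to start; A480 q20 s × 4 min; Activity was normalised to no-enzyme and no-compound control wells.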
* = called active by the depositor; & = joins results of further samples; [ ] = remark or other dose. Unless noted, calls come from the whole dose curve; as a rule, active = well fitted curve in the direction sought with a large enough effect; inconclusive = small, poorly fitted or top-dose-only effect, or another doubt; inactive = no such curve, though single readings can be large; an effect the other way counts as inactive or inconclusive. Random draw from the library. About 16% of those tested had a hit in this group.

The first two compounds, ahead of the listing:
What do the screens show for `Nn1c(SCC(=O)NC2CCCCC2)nnc1-c1ccccc1`?
Giardia FBPA inh: -1%; AMA1-RON2 inh: -2%; Shiga inhibitor: -22; AmpC inh detg: -12%; HCMV antiviral: -19; CHX counter: -4; AmpC inh no detg: -20%

Results for O=C(O)c1ccc(/C=N/Nc2ccc(F)cc2F)cc1 ?
Giardia FBPA inh: 7%; AMA1-RON2 inh: -5%; Shiga inhibitor: 131*; AmpC inh detg: -14%; HCMV antiviral: 214; CHX counter: 40*; AmpC inh no detg: -21%

The listing (from the top)
What do the screens show for `Nn1c(SCC(=O)NC2CCCCC2)nnc1-c1ccccc1`?
Giardia FBPA inh: -1%; AMA1-RON2 inh: -2%; Shiga inhibitor: -22; AmpC inh detg: -12%; HCMV antiviral: -19; CHX counter: -4; AmpC inh no detg: -20%

Results for O=C(O)c1ccc(/C=N/Nc2ccc(F)cc2F)cc1 ?
Giardia FBPA inh: 7%; AMA1-RON2 inh: -5%; Shiga inhibitor: 131*; AmpC inh detg: -14%; HCMV antiviral: 214; CHX counter: 40*; AmpC inh no detg: -21%

How did Cc1ccc(-c2c3c(=O)n(C)c(=O)n(C)c3cn2Cc2cccnc2)cc1 do in these assays?
Giardia FBPA inh: -22%; AMA1-RON2 inh: 2%; Shiga inhibitor: 31; AmpC inh detg: -10%; HCMV antiviral: -3; CHX counter: 7; AmpC inh no detg: 0%

What do the screens show for `O=C(NCC(=O)N1CCC(Cc2ccccc2)CC1)c1ccc(Cl)cc1`?
AMA1-RON2 inh: 8%; Shiga inhibitor: 7; AmpC inh detg: -2%; HCMV antiviral: 7; CHX counter: 1; AmpC inh no detg: -7%

How did Cc1cccc(OCC(=O)Nc2ccc(S(=O)(=O)N3CCCC3)cc2)c1 do in these assays?
Giardia FBPA inh: 0%; AMA1-RON2 inh: -8%; Shiga inhibitor: -5; AmpC inh detg: inconclusive; HCMV antiviral: -21; CHX counter: -3; AmpC inh no detg: -19%

What do the screens show for `COc1ccc(C/C(O)=C(\C#N)c2nc3ccccc3s2)cc1`?
Giardia FBPA inh: inconclusive; AMA1-RON2 inh: 54%[activator]; Shiga inhibitor: 34*; AmpC inh detg: -16%; CHX counter: 1; AmpC inh no detg: -28%

How did CCCCn1c(N)c(N(CC)C(=O)c2cccc(OC)c2)c(=O)[nH]c1=O do in these assays?
Giardia FBPA inh: -4%; AMA1-RON2 inh: 4%; Shiga inhibitor: -7; AmpC inh detg: 6%; HCMV antiviral: -72*; CHX counter: -4; AmpC inh no detg: -22%

How did CCCn1c(N)c(C(=O)CSc2nc3ncc(Cl)cc3[nH]2)c(=O)n(C)c1=O do in these assays?
AMA1-RON2 inh: 10%; AmpC inh detg: 10%; HCMV antiviral: -26; AmpC inh no detg: -18%

Results for CCOc1ccc(S(=O)(=O)NCCC(=O)NCCOc2ccccc2OC)cc1 ?
AMA1-RON2 inh: 7%; AmpC inh detg: -3%; HCMV antiviral: -24; AmpC inh no detg: 26%

What do the screens show for `Cc1cc(NC(c2cccnc2)c2ccc3cccnc3c2O)no1` (stereo not given)?
Giardia FBPA inh: -3%; AMA1-RON2 inh: 20µM*; Shiga inhibitor: -10; AmpC inh detg: -9%; HCMV antiviral: -104*; CHX counter: -4; AmpC inh no detg: -22%

Results for COc1cc(NC(=O)CN2CCCCC2C)c(C)cc1[N+](=O)[O-] (stereo not given) ?
Giardia FBPA inh: -2%; AMA1-RON2 inh: 5%[11.6 µM]; Shiga inhibitor: 13; AmpC inh detg: -12%; HCMV antiviral: -4; CHX counter: 2; AmpC inh no detg: -33%

How did O=C(CCCCCN1C(=O)c2ccccc2C1=O)Nc1ccc2c(c1)OCCO2 do in these assays?
Giardia FBPA inh: -1%; AMA1-RON2 inh: -20%; Shiga inhibitor: 47; AmpC inh detg: -11%; HCMV antiviral: 36; CHX counter: 18; AmpC inh no detg: -29%

How did CC(C)(C)c1csc(Sc2ccc([N+](=O)[O-])cn2)n1 do in these assays?
Giardia FBPA inh: -10%; AMA1-RON2 inh: -19%; Shiga inhibitor: 50*; AmpC inh detg: 0%; HCMV antiviral: inconclusive; CHX counter: 23*; AmpC inh no detg: -7%

Results for CS(=O)(=O)N1CCC(Oc2ccccc2C(=O)N2CCCCC2CO)CC1 (stereo not given) ?
Giardia FBPA inh: 3%; AMA1-RON2 inh: -3%; Shiga inhibitor: 8; AmpC inh detg: -3%; HCMV antiviral: -30; CHX counter: -5; AmpC inh no detg: 1%

How did Cc1nn(-c2ccccc2)c2sc(C(=O)N3CCCCC3)cc12 do in these assays?
Giardia FBPA inh: 7%; AMA1-RON2 inh: -4%; Shiga inhibitor: 114*; AmpC inh detg: 6%; CHX counter: 48*

Some of these compounds in order of molecular weight, falling:
How did Cc1ccc(-c2c3c(=O)n(C)c(=O)n(C)c3cn2Cc2cccnc2)cc1 do in these assays?
Giardia FBPA inh: -22%; AMA1-RON2 inh: 2%; Shiga inhibitor: 31; AmpC inh detg: -10%; HCMV antiviral: -3; CHX counter: 7; AmpC inh no detg: 0%

What do the screens show for `Cc1cc(NC(c2cccnc2)c2ccc3cccnc3c2O)no1` (stereo not given)?
Giardia FBPA inh: -3%; AMA1-RON2 inh: 20µM*; Shiga inhibitor: -10; AmpC inh detg: -9%; HCMV antiviral: -104*; CHX counter: -4; AmpC inh no detg: -22%

How did CC(C)(C)c1csc(Sc2ccc([N+](=O)[O-])cn2)n1 do in these assays?
Giardia FBPA inh: -10%; AMA1-RON2 inh: -19%; Shiga inhibitor: 50*; AmpC inh detg: 0%; HCMV antiviral: inconclusive; CHX counter: 23*; AmpC inh no detg: -7%

Continued.
Results for COc1ccc2c(c1)c(CCN)c(C)n2Cc1ccccc1 ?
Giardia FBPA inh: -1%; AMA1-RON2 inh: inconclusive; Shiga inhibitor: 15; AmpC inh detg: 5%; HCMV antiviral: -14; CHX counter: -1; AmpC inh no detg: 25%

Results for Cc1ccccc1OCC(=O)Nc1nnc(S(=O)(=O)N2CCCC2)s1 ?
Giardia FBPA inh: 1%; AMA1-RON2 inh: 6%; Shiga inhibitor: -10; AmpC inh detg: -8%&3%; HCMV antiviral: -29&-9; CHX counter: 2; AmpC inh no detg: -45%

Results for S=C(NC1CCCCC1)NC1CC2CCC(C1)N2Cc1ccccc1 (stereo not given) ?
Giardia FBPA inh: 1%; AMA1-RON2 inh: 3%; Shiga inhibitor: -3; AmpC inh detg: 1%; HCMV antiviral: -22; CHX counter: -2; AmpC inh no detg: -7%

How did Cc1noc(C)c1-c1ccc2ncnc(NCc3ccc4[nH]ccc4c3)c2c1 do in these assays?
Giardia FBPA inh: 0%; Shiga inhibitor: 70*; CHX counter: 56*

How did Cc1nn(C)c(Cl)c1C(=O)NCC(=O)O do in these assays?
Giardia FBPA inh: 2%; AMA1-RON2 inh: 0%; Shiga inhibitor: -6; AmpC inh detg: 4%; HCMV antiviral: -8; CHX counter: -2; AmpC inh no detg: -10%

What do the screens show for `CCC(CO)Oc1cc(NCc2ccccc2Cl)c2ncn(C(C)C)c2c1` (stereo not given)?
AMA1-RON2 inh: -12%; AmpC inh detg: 6%; HCMV antiviral: 28; AmpC inh no detg: 88%[activator]

What do the screens show for `Cc1ccc2[nH]c(=O)c(CN(C)C(=O)c3ccccn3)cc2c1`?
Giardia FBPA inh: 1%; AMA1-RON2 inh: 3%; Shiga inhibitor: -4; AmpC inh detg: 7%; HCMV antiviral: -11; CHX counter: -4; AmpC inh no detg: -3%

What do the screens show for `Cc1ccc(N2CC(C(=O)Nc3cc(C(F)(F)F)ccc3N3CCCC3)CC2=O)cc1` (stereo not given)?
AMA1-RON2 inh: -9%; AmpC inh detg: inconclusive; HCMV antiviral: -18; AmpC inh no detg: -9%

How did O=C(CCNS(=O)(=O)c1cccc2nsnc12)NCc1ccco1 do in these assays?
Giardia FBPA inh: 1%; AMA1-RON2 inh: 32%[activator]; Shiga inhibitor: -4; AmpC inh detg: -6%; HCMV antiviral: -16; CHX counter: -5; AmpC inh no detg: -11%

What do the screens show for `O=C(O)c1cc2ccc3cccc4ccc(c1)c2c34`?
Giardia FBPA inh: 6%; AMA1-RON2 inh: -4%; Shiga inhibitor: 4; AmpC inh detg: -15%; HCMV antiviral: 56; CHX counter: -2; AmpC inh no detg: -22%

What do the screens show for `Cc1ccc2nc(-c3ccc(N4C(=O)CC(N5CCCC(C)C5)C4=O)cc3)sc2c1` (stereo not given)?
Giardia FBPA inh: 1%; Shiga inhibitor: 143*; AmpC inh detg: -5%; CHX counter: 70*

How did O=C(COC(=O)c1ccco1)NC1CCCC1 do in these assays?
Giardia FBPA inh: -2%; AMA1-RON2 inh: 20%; Shiga inhibitor: -2; AmpC inh detg: -4%; HCMV antiviral: -9; CHX counter: 14; AmpC inh no detg: -17%

What do the screens show for `Cc1cccc(N2CCN(CCNC(=O)c3cc4c(s3)CS(=O)(=O)C4)CC2)c1C`?
Giardia FBPA inh: 9%; AMA1-RON2 inh: -1%; Shiga inhibitor: -10; AmpC inh detg: 1%; HCMV antiviral: -30; CHX counter: 11; AmpC inh no detg: 49%

Results for O=C(Nc1nncs1)c1cccc(S(=O)(=O)N2CCc3ccccc32)c1 ?
Giardia FBPA inh: inconclusive; AMA1-RON2 inh: 13%; Shiga inhibitor: -12; AmpC inh detg: -3%; HCMV antiviral: -23; CHX counter: -3; AmpC inh no detg: -60%

Results for CCn1nc(C)cc1C(=O)NC1CC(C)(C)Cc2c1cnn2-c1cccc(F)c1 (stereo not given) ?
Giardia FBPA inh: 10%; AMA1-RON2 inh: -3%; Shiga inhibitor: 10; AmpC inh detg: inconclusive; HCMV antiviral: -4; CHX counter: 2; AmpC inh no detg: 167%[activator]

Results for O=C(O)c1ccc[nH]c1=S ?
Giardia FBPA inh: 4.5µM*; AMA1-RON2 inh: 81%[activator]; Shiga inhibitor: -5; AmpC inh detg: 2%; HCMV antiviral: 7; CHX counter: -2; AmpC inh no detg: -9%

Results for Cc1[nH]c2ccccc2c1C(c1ccccn1)N1CCCC1 (stereo not given) ?
Giardia FBPA inh: 0%; AMA1-RON2 inh: -4%; Shiga inhibitor: 2; AmpC inh detg: 6%; HCMV antiviral: -39; CHX counter: 8; AmpC inh no detg: -28%

Results for COc1ccc(S(=O)(=O)Nc2ccc(N3CCOCC3)cc2)cc1Br ?
Giardia FBPA inh: 0%; AMA1-RON2 inh: -14%; Shiga inhibitor: 6; AmpC inh detg: 0%; HCMV antiviral: -17; CHX counter: 7; AmpC inh no detg: -24%

What do the screens show for `CCCC(=O)Nc1ccc(Cc2ccc(NC(=O)CCC)c(C(=O)O)c2)cc1C(=O)O`?
Giardia FBPA inh: 22%; AMA1-RON2 inh: 9%; Shiga inhibitor: -4; AmpC inh detg: 2%; HCMV antiviral: -4; CHX counter: -1; AmpC inh no detg: -35%

How did CN1CCC(=NNC(=O)CN(c2ccccc2)S(=O)(=O)c2ccccc2)CC1 do in these assays?
AMA1-RON2 inh: 11%; Shiga inhibitor: -30; AmpC inh detg: 0%; HCMV antiviral: 43; CHX counter: -2; AmpC inh no detg: -44%

Screens from PubChem.
